Pf growth 48h: inhibits P. falciparum growth in the first generation, 48 h; AID 504832; Potency, µM (doses to about 28.7 µM), for inactives: at the highest dose activity change, negative = inhibition, actives largely listed as inhibitors; 310,000 compounds, 5.9% hits; P. falciparum luciferase growth in erythrocytes, 48 h
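Read-out is firefly luciferase luminescence from an integrated reporter in P. falciparum, so falling signal marks reduced parasite growth. Infected erythrocytes were at 2% hematocrit and 0.1% parasitemia (final) in Albumax-supplemented RPMI 1640.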
HCV inh: HCV inhibition. AID 651820. Potency, µM (titrated, usually from 41.8 µM), inactives show at the top dose activity change, negative = inhibition, actives largely listed as inhibitors. 340,000 compounds, 3.4% hits. Huh7.5.1 HCVcc-Cre infection, luciferase reporter, 44 h
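Cells (1,000/well) were plated 4 h before compound, then infected with HCVcc-Cre virus (~0.5 moi). After 44 h further culture, infection was read as luciferase luminescence following a 15 min substrate incubation at room temperature.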
Pf growth 96h: P. falciparum growth inhibition at 96 hour, primary screen for plastid delayed-death inhibitors; 320,000 compounds, 6.9% hits; Potency, µM (titrated, usually from 28.7 µM), for the others: at the highest dose activity change, negative = inhibition, hits mostly inhibitors; P. falciparum luciferase reporter growth, 96 h
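P. falciparum expressing integrated firefly luciferase grown in erythrocytes (2% hematocrit, 0.05% parasitemia final) with compounds for 96 hours at 37 C, 5% CO2. Growth inhibition read as loss of luminescence after adding luciferase detection reagent.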
Sm TGR inh: inhibitors of Schistosoma mansoni thioredoxin glutathione reductase; 360,000 compounds, 3% hits; Potency, µM (titrated, usually from 114 µM), inactives show top-dose activity change, negative = inhibition, most hits filed as inhibitors; purified TGR, DTNB reduction, TNB absorbance 405 nm; Q962Y6; also: nearly all actives have a fitted effect of over 60% in size
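TGR 20 nM + NADPH 100 uM (dispensed conc.), cpd preinc 15 min RT; start with NADPH (500 uM addition) then DTNB (15 mM addition). Kinetic TNB absorbance, 405 nm filter. Four-parameter Hill fit across titration.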
LmPK inhibitor: inhibitors of Leishmania mexicana pyruvate kinase; Q27686; purified LmPK, Kinase-Glo ATP luminescence, 1 h; Potency, µM (doses to about 57.5 µM), without a hit: top-dose activity change, negative = inhibition, actives largely listed as inhibitors; 290,000 compounds, 0.37% hits
Target sequence (Q27686 whole entry, looked up): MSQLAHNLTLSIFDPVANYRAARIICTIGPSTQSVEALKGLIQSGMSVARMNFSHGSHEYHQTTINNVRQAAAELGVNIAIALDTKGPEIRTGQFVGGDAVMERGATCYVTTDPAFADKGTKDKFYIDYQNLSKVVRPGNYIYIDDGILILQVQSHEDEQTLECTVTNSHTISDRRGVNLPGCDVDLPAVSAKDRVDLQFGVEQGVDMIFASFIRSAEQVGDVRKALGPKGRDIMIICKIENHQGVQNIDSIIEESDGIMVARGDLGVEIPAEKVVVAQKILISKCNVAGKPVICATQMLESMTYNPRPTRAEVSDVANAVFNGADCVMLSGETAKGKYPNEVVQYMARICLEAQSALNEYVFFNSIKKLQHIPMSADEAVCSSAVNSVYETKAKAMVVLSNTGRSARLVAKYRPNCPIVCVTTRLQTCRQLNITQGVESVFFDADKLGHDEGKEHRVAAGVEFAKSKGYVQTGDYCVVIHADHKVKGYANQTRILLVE
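In 50 mM imidazole pH 7.2 with 7 mM MgCl2, LmPK (0.1 nM) turned over PEP (0.5 mM) and ADP (0.1 mM) for 1 h at room temperature. Luciferase read-out of ATP.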
TbPYK inhibitor: inhibitors of Trypanosoma brucei pyruvate kinase; TbPYK enzyme, Kinase-Glo Plus ATP luminescence, 45 min; Potency, µM (top dose mostly 76.8 µM), without a hit: at the highest dose activity, negative = inhibition, most hits filed as inhibitors; 410,000 compounds, 0.12% hits; also: nearly all actives have a fitted effect of over 50% in size
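Luminescent Kinase-Glo Plus end-point after 45 min room-temperature reaction of T. brucei pyruvate kinase started with 130 uM ADP (final). Buffer TEA 50 mM pH 7.2 with KCl, MgCl2, BSA, Tween-20; titration-based qHTS with fitted concentration-effect curves.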
Numbers without * were called inactive; ? = inconclusive; / = no result given; [ ] = remark or other dose. Calls follow the shape of the dose curve; as a rule, active = well fitted curve in the direction sought with a large enough effect; inconclusive = small, poorly fitted or top-dose-only effect, or another doubt; inactive = no such curve, though single readings can be large; an effect the other way counts as inactive or inconclusive. % is scaled to controls: 0 for no effect and ±100 for the full control effect; potency is read from the fitted curve at half-maximal effect.

(1) COc1ccc(Cc2nc3ccc(C(=O)N4CCC[C@H]4CO)cc3o2)cc1
(2) O=C(Cn1cnc2ccccc21)Nc1ccc(F)c(F)c1
(3) Cc1cccc(N/C(N)=N/c2nc(C)cc(=O)[nH]2)c1
(4) CC(=O)c1ccc(S(=O)(=O)N2CCN(C(=O)c3ccc(-n4cncn4)c([N+](=O)[O-])c3)CC2)cc1
(5) Cc1cc(C)n(NC(=S)NC2CCCCC2)c(=O)c1C#N
(6) O=C(O)c1ccc(/C=C/c2nc3ccccc3c(=O)n2-c2ccc(Br)cc2)cc1
(7) COC(=O)c1cnn2c(C(F)(F)F)cc(-c3ccccc3)nc12
(8) CCCc1cc(NCC2CCCO2)n2c(nc3ccccc32)c1C#N (stereo not given)
(9) O=c1c2ccccc2ncn1Cc1cccc2ccccc12
(10) Cc1ccc2nc(N3C(=O)C(O)=C(C(=O)c4ccco4)C3c3cccs3)sc2c1 (stereo not given)

screen / no. | 1 | 2 | 3 | 4 | 5 | 6 | 7 | 8 | 9 | 10
Pf growth 48h | -12% | -5% | 67%[activator] | -3% | 34%[activator] | ? | ? | 5.2µM* | ? | 59%[activator]
HCV inh | / | ? | 18% | 7% | 5% | 13% | -22% | ? | 16% | -15%
Pf growth 96h | 18% | ? | 7% | ? | 47%[activator] | 13µM* | ? | / | -1% | 371%[activator]
Sm TGR inh | -24% | 3% | 0% | 1% | -6% | 6% | -15% | -2% | / | 0%
LmPK inhibitor | 5% | 6% | 5% | / | -2% | 9% | 1% | 11% | 1% | 3%
TbPYK inhibitor | -9% | -3% | -8% | -5% | -5% | 0% | 0% | -7% | -1% | -10%

(11) Cn1nccc1NC(=O)CC1(CC(=O)O)CCCCC1
(12) c1ccc(N2CC3CCc4ccccc4C3=N2)cc1 (stereo not given)
(13) CN1CCN(NC(=O)Nc2cc(Cl)cc(Cl)c2)CC1
(14) O=C(Cn1cc(Cl)ccc1=O)c1ccc(Cl)cc1
(15) CCOC(=O)C1=C(CC)OC(N)=C(C#N)C1c1cc(OC)ccc1OC (stereo not given)
(16) CCOC(=O)CC(NS(=O)(=O)Cc1ccccc1)c1ccc(C)cc1 (stereo not given)
(17) COc1ccc(-c2cc(C(F)F)n3ncc(C(=O)n4ccnc4C)c3n2)cc1
(18) Cc1ccc([N+](=O)[O-])cc1NC(=O)Nc1onc(C)c1C
(19) CC(=O)Nc1ccc(NC(=O)CSc2nc3ccccc3o2)cc1
(20) CCC(C)NC(=O)CN(c1ccc(Cl)c(Cl)c1)S(C)(=O)=O (stereo not given)

screen / no. | 11 | 12 | 13 | 14 | 15 | 16 | 17 | 18 | 19 | 20
Pf growth 48h | 14% | 148%[activator] | -10% | 3% | 1% | 1% | -8% | ? | 180%[activator] | 14%
HCV inh | -4% | -1% | -27% | -15% | 2% | 5% | -5% | -14% | 22% | -8%
Pf growth 96h | 21% | 147%[activator] | 44%[activator] | 46%[activator] | -8% | 6% | -28% | 22% | 24% | 11%
Sm TGR inh | 0% | 45µM* | -8% | 3% | -1% | -23% | 89µM* | 5% | 0% | 6%
LmPK inhibitor | 1% | -7% | 3% | 0% | -5% | -1% | 2% | -1% | 1% | 0%
TbPYK inhibitor | 3% | 0% | -7% | -5% | -10% | 9% | -5% | 2% | 1% | 5%

(21) CC1CCN(c2oc(-c3ccccc3F)nc2C#N)CC1
(22) Cc1ccc(C(=O)NCC(=O)OCC(=O)NC2CCCC(C)C2C)s1 (stereo not given)
(23) Cc1ccccc1OCC(=O)N(Cc1cccs1)C1CCS(=O)(=O)C1 (stereo not given)
(24) Cc1cc(Cl)c(S(=O)(=O)N2CCN(c3ccccn3)CC2)cc1OCC(N)=O
(25) NS(=O)(=O)c1cccc(NC(=O)CSc2ncnc3ccccc23)c1
(26) COc1ccc(C)cc1NC(=S)Nc1ccccc1SC
(27) CCCCC1(CC(=O)OC)C(=O)N(c2ccccc2)N(c2ccccc2)C1=O
(28) CCc1ccc(C2=CC(c3cc(Br)ccc3F)n3ncnc3N2)cc1 (stereo not given)
(29) CN(C)S(=O)(=O)c1cccc(C(=O)OCC(=O)Nc2sccc2C#N)c1
(30) Cc1cnc(C(=O)OCC(=O)c2cc(C)n(C)c2C)cn1

screen / no. | 21 | 22 | 23 | 24 | 25 | 26 | 27 | 28 | 29 | 30
Pf growth 48h | 25% | 5% | -29% | ? | 7% | ? | ? | ? | 24% | -6%
HCV inh | -25% | 29% | 16% | 23% | 3% | 6% | -3% | ? | 8% | -5%
Pf growth 96h | -13% | 21% | ? | ? | -4% | ? | 42%[activator] | 210%[activator] | / | 12%
Sm TGR inh | -3% | -18% | -20% | 9% | -4% | -5% | -8% | -2% | -1% | -20%
LmPK inhibitor | 5% | 1% | 3% | 7% | -1% | 1% | 2% | 7% | 12% | 7%
TbPYK inhibitor | -2% | 3% | 5% | 2% | 3% | 5% | -3% | 0% | 1% | -20%

Shown with two lines to a compound: part of the list above.
Values run as follows: Pf growth 48h | HCV inh | Pf growth 96h | Sm TGR inh | LmPK inhibitor | TbPYK inhibitor
#30 Cc1cnc(C(=O)OCC(=O)c2cc(C)n(C)c2C)cn1
  -6% | -5% | 12% | -20% | 7% | -20%
#15 CCOC(=O)C1=C(CC)OC(N)=C(C#N)C1c1cc(OC)ccc1OC (stereo not given)
  1% | 2% | -8% | -1% | -5% | -10%

New compounds follow:
(31) O=C(O)CN(CCN(CC(=O)O)CC(=O)O)CC(=O)O
(32) COc1ccc(CCn2c(-c3ccco3)nc3ccccc3c2=O)cc1OC
(33) O=C1CC2(CCN(C(=O)c3ccccc3Br)CC2)Oc2ccccc21
(34) CCOC(=O)CSc1nnc(-c2ccc(OC)cc2OC)o1
(35) COC(CNC(=O)C(=O)NCC1OCCN1C(=O)c1ccc(Cl)cc1)OC (stereo not given)
(36) CCCCCCN(C(=O)CCCCCN1C(=O)NC(c2ccc(-c3ccccc3)cc2)C(C(=O)OCc2ccccc2)=C1C)C(C(=O)NCCCC)c1ccc(-c2ccccc2)cc1 (stereo not given)
(37) CN(C)CCCNc1ccc(-c2n[nH]c(=O)c3ccccc23)cc1[N+](=O)[O-]
(38) CCC1CCCCN1C(=O)CSc1nc2ccsc2c(=O)n1Cc1ccccc1 (stereo not given)
(39) CCOC(=O)Cc1csc(NC(=O)CSC2=NCCS2)n1
(40) COC(=O)Cc1ccc(NC(=S)N2CCC(Cc3ccccc3)CC2)cc1

screen / no. | 31 | 32 | 33 | 34 | 35 | 36 | 37 | 38 | 39 | 40
Pf growth 48h | 3% | ? | ? | -21% | 10% | 0.83µM* | ? | / | 18% | 2%
HCV inh | / | ? | 7% | -3% | -2%[8.37 µM] | / | ? | ? | 7% | -11%
Pf growth 96h | 5% | / | ? | ? | 10% | 0.26µM* | 9% | ? | 50%[activator] | 191%[activator]
Sm TGR inh | / | -2% | 7% | -26% | -1% | 10% | 64%[activator] | 6% | -8% | 12%
LmPK inhibitor | / | 4% | / | -2% | -4% | -1% | 2% | 0% | -5% | 1%
TbPYK inhibitor | 0% | 1% | 6% | -2% | -1% | / | -1% | 2% | -4% | -3%

(41) O=[N+]([O-])c1nn(-c2ccc3c(c2)OCCO3)n(O)c1=NCCCO
(42) Cc1cc(C)n2nc(C(=O)Nc3cccc(S(=O)(=O)N4CCCC4)c3)nc2n1
(43) COc1ccc(CSc2nnnn2-c2ccc(O)cc2)cc1F
(44) Cn1cccc1Cc1nnc(SCC(=O)Nc2nccs2)n1CCc1ccccc1
(45) CCCCn1c(-c2ccco2)nc2oc3ccccc3c(=O)c2c1=O
(46) Cc1ccc(C)c(NC(=O)COC(=O)c2nc(Cl)ccc2Cl)c1
(47) O=C(c1ccc(F)cc1)C(CN1CCOCC1)c1ccccc1 (stereo not given)
(48) CCOC(=O)c1ccc(NC(=S)NCCCn2ccnc2)cc1
(49) Nn1c(Nc2ccc(Cl)cc2)nncc1=O
(50) C=C1C2C[C@@]3([C@@H]1O)[C@@H](C[C@@H]2O)[C@@]12C4[C@@H]3C[C@@H]1[C@@](C)(CC[C@@H]2O)CN4CC

screen / no. | 41 | 42 | 43 | 44 | 45 | 46 | 47 | 48 | 49 | 50
Pf growth 48h | 24% | 15% | ? | ? | ? | 4% | ? | ? | -3% | -1%
HCV inh | 11µM* | -18% | ? | 7% | 7% | 8% | 11µM* | -24% | ? | 2%
Pf growth 96h | 42%[activator] | ? | ? | -3% | 9.3µM* | 5% | ? | 119%[activator] | -9% | -9%
Sm TGR inh | -2% | 4% | 1% | ? | -2% | -1% | -16% | 0% | 0% | ?
LmPK inhibitor | -3% | 2% | -1% | 4% | 2% | / | -4% | -2% | -2% | /
TbPYK inhibitor | 2% | 3% | 0% | -19% | -4% | -9% | -1% | -4% | -4% | 6%

Reprinted from the entries so far, 12 compounds:
(1) COc1ccc(Cc2nc3ccc(C(=O)N4CCC[C@H]4CO)cc3o2)cc1
(2) O=C(Cn1cnc2ccccc21)Nc1ccc(F)c(F)c1
(3) Cc1cccc(N/C(N)=N/c2nc(C)cc(=O)[nH]2)c1
(4) CC(=O)c1ccc(S(=O)(=O)N2CCN(C(=O)c3ccc(-n4cncn4)c([N+](=O)[O-])c3)CC2)cc1
(5) Cc1cc(C)n(NC(=S)NC2CCCCC2)c(=O)c1C#N
(6) O=C(O)c1ccc(/C=C/c2nc3ccccc3c(=O)n2-c2ccc(Br)cc2)cc1
(7) COC(=O)c1cnn2c(C(F)(F)F)cc(-c3ccccc3)nc12
(8) CCCc1cc(NCC2CCCO2)n2c(nc3ccccc32)c1C#N (stereo not given)
(9) O=c1c2ccccc2ncn1Cc1cccc2ccccc12
(10) Cc1ccc2nc(N3C(=O)C(O)=C(C(=O)c4ccco4)C3c3cccs3)sc2c1 (stereo not given)
(11) Cn1nccc1NC(=O)CC1(CC(=O)O)CCCCC1
(12) c1ccc(N2CC3CCc4ccccc4C3=N2)cc1 (stereo not given)

screen / no. | 1 | 2 | 3 | 4 | 5 | 6 | 7 | 8 | 9 | 10 | 11 | 12
Pf growth 48h | -12% | -5% | 67%[activator] | -3% | 34%[activator] | ? | ? | 5.2µM* | ? | 59%[activator] | 14% | 148%[activator]
HCV inh | / | ? | 18% | 7% | 5% | 13% | -22% | ? | 16% | -15% | -4% | -1%
Pf growth 96h | 18% | ? | 7% | ? | 47%[activator] | 13µM* | ? | / | -1% | 371%[activator] | 21% | 147%[activator]
Sm TGR inh | -24% | 3% | 0% | 1% | -6% | 6% | -15% | -2% | / | 0% | 0% | 45µM*
LmPK inhibitor | 5% | 6% | 5% | / | -2% | 9% | 1% | 11% | 1% | 3% | 1% | -7%
TbPYK inhibitor | -9% | -3% | -8% | -5% | -5% | 0% | 0% | -7% | -1% | -10% | 3% | 0%

New compounds follow.
(51) COc1ccc(COc2cccc3ccc(C)nc23)cc1F
(52) COc1cccc(C(=O)NCc2nnc(SCC(=O)Nc3nccs3)n2-c2cccc(C)c2)c1
(53) CC(C)(C)OC(=O)NCCCC[C@@H](C(=O)NCCCCCCCCCCC(=O)N1CCN(C(=O)OC(C)(C)C)CC1)n1cc(CCO)nn1
(54) O=C(Nc1ccc(F)cc1)c1c(Cl)nc2ccccn12
(55) CCCC(=O)Nc1cc(=O)n(C)c(=O)n1C

screen / no. | 51 | 52 | 53 | 54 | 55
Pf growth 48h | -4% | -25% | 1.9µM* | 169%[activator] | /
HCV inh | ? | -6% | ? | 0% | 11%
Pf growth 96h | -8% | 14% | 2.6µM* | 37%[activator] | -15%
Sm TGR inh | -3% | -21% | -7% | 18% | 95%[activator]
LmPK inhibitor | -2% | 5% | / | -3% | 2%
TbPYK inhibitor | 2% | -4% | -6% | 0% | 1%

Bioassay records: PubChem, National Center for Advancing Translational Sciences (NCATS)
